Screening results (PubChem BioAssay)
PMI inhibition = human PMI inhibitors, high substrate, primary screen, biochemical, fluorescence intensity, high mannose 6-phosphate (AID 1220); inhibition, % at 20 µM, or IC50 in µM where a hit was titrated; recombinant PMI enzyme, coupled fluorescence intensity; higher % means a stronger effect; actives 0.66% (n = 190,000)
XIAP displacement = XIAP antagonists, biochemical, IAP family, fluorescence polarization (AID 1018) | E3 ubiquitin-protein ligase XIAP (Homo sapiens) | XIAP BIR domain, fluorescence polarization peptide displacement; higher % means a stronger effect | displacement, % at 20 µM, or IC50 in µM where a hit was titrated | actives 0.007% (n = 200,000); in the data active means displacement above about 50%; further: a part of the inactive calls stands beside numbers as strong as those of hits
Myeloid diff 2 = induction of myeloid progenitor differentiation, primary screen, cell-based, flow cytometry, MLPCN library. ER-HoxA9 myeloid progenitors, lysozyme-GFP differentiation. calls only at 10 µM. actives 1% (n = 360,000). AID 624256, 2012;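 active means normalized GFP-positive differentiation at or above the plate's own cutoff, the solvent-only control mean plus 3 SD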;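 further: cells exposed to compound for four days before flow analysis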
TNAP activators = human TNAP enzyme activators, primary screen, biochemical, luminescent, no phosphate acceptor, uHTS (AID 1001); Alkaline phosphatase, tissue-nonspecific isozyme (Homo sapiens); purified TNAP, luminescent activation assay, no phosphate acceptor; higher activation fold means a stronger effect; activation fold at 20 µM; hits with a dose series show EC50 in µM; actives 0.03% (n = 200,000); in the data active means activation fold from about 3, or a potency from the dose series; inactive means the rest, 99 in 100 with activation fold below about 1.6; further: many of its hits are not listed in these tables
RSV antiviral HEp-2 = RSV antiviral activity via CPE protection, HEp-2 cells, primary 10 µM value included (AID 2391). actives 0.13% (n = 310,000). CPE inhibition, % at 10 µM, or IC50 in µM where a hit was titrated. HEp-2 cells, RSV-induced CPE inhibition; higher % means a stronger effect; in the data active means a potency from the dose series; further: strong numbers were not always called active
human PMI inhibition = inhibitors of human PMI, primary screen, biochemical, fluorescence intensity, coupled assay (AID 1209). inhibition, % at 20 µM, or IC50 in µM where a hit was titrated. purified PMI enzyme, coupled fluorescence intensity; higher % means a stronger effect. Mannose-6-phosphate isomerase (Homo sapiens). actives 0.42% (n = 190,000);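 further: plate controls were DMSO vehicle for no effect and wells lacking substrate for full effect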
Salmonella PhoP GFP = inhibitors of PhoP regulon expression, primary screen, Salmonella Typhimurium, GFP reporter (AID 1863); S. Typhimurium PhoP-regulated promoter GFP reporter, 4 h; higher % means a stronger effect; actives 0.16% (n = 300,000); one-dose inhibition, % at 50 µM; IC50 in µM for titrated hits;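 active means inhibition over 29.93%, a cutoff 3 SD above the screen mean, later confirmed by dose response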;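 further: 0% = low Mg2+ inducing control and 100% = high Mg2+ repressing control; strong numbers were not always called active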
SIAH1 antagonists = Siah-1 peptide-binding antagonists, primary screen, biochemical, fluorescence polarization, rhodamine-plectin, uHTS (AID 1817); E3 ubiquitin-protein ligase SIAH1 (Homo sapiens); Siah-1 / rhodamine-plectin peptide fluorescence polarization; higher % means a stronger effect; displacement, % at 20 µM, or IC50 in µM where a hit was titrated; actives 0.02% (n = 290,000);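 active means displacement of at least 50% at 20 µM, with a fluorescence ratio check between 0.3 and a set limit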;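 further: plate controls were Siah plus tracer with DMSO for no effect and tracer alone without Siah for full effect; strong numbers were not always called active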
WT yeast gro inh = growth inhibition of WT strain, primary screen, mitochondrial fusion inhibitor project, WT and mutant strains, chemical genetic | AID 1362, 2008 | mitochondrial fusion phenotypic screen | inhibition, % at 10 µM | actives 2.1% (n = 190,000); in the data active means inhibition above about 58%; tested in S. cerevisiae
WT yeast gro inh mutant strain = second read-out of WT yeast gro inh, no call of its own (marks repeat the call); inhibition, %; mitochondrial fusion phenotypic screen, mutant strain inhibition
Myeloid diff 2 GFP+ MAC1+ % = recorded beside Myeloid diff 2, whose call it bears; GFP+ MAC1+ double positive, %; measured here: differentiation confirmed by MAC1 staining
* hit, by the source's call; i = inactive; x = not tested or not shown; + = active, no number. Unless noted, no stated cut-off is given here; in the data, active means inhibition above about 50%; inactive means the rest.

No.	Structure	PMI inhibition	XIAP displacement	Myeloid diff 2	Myeloid diff 2 GFP+ MAC1+ %	TNAP activators	RSV antiviral HEp-2	human PMI inhibition	Salmonella PhoP GFP	SIAH1 antagonists	WT yeast gro inh	WT yeast gro inh mutant strain
1	COc1ccc(CSc2nnc(SCc3ccc([N+](=O)[O-])cc3)s2)cc1	-4%	-15%	i	1.1	1.1	1.5%	-3%	7%	2%	-2	-12
2	O=C(Cc1c[nH]c2ccccc12)N/N=C/c1ccc(F)cc1	-11%	-7.0%	i	0.4	1	2.4%	5%	39%	7%	18	-5
3	O=C(NC1CCCC1)C1CCC(CNS(=O)(=O)c2cccs2)CC1 (stereo not given)	-4%	1.9%	i	1.3	1.1	1.1%	0%	-3%	4%	3	-24
4	CC(=O)NC(=S)c1c(N)n(Cc2ccccc2)c(=O)n(C)c1=O	7%	-0.9%	x	x	1.1	1.3%	4%	8%	2%	-1	-1
5	O=C(NC(=S)Nc1ccc2[nH]c(=O)[nH]c2c1)c1cc(Br)ccc1Cl	x	x	i	0.7	x	0.7%	x	-6%	0%	x	x
6	COc1ccc(Cl)cc1C(=O)Nc1ccccc1N1CCCCC1	x	x	i	0.4	x	15%	x	2%	0%	x	x
7	COc1ccccc1NC(=O)CN1C(=O)COc2ccc(S(=O)(=O)N3CCCCCC3)cc21	x	x	i	5.2	x	2.1%	x	1%	6%	x	x
8	O=C(N/N=C/c1cccc(OC(=O)c2ccc3c(c2)OCO3)c1)c1cncc(Br)c1	9%	-7.1%	i	0.1	0.9	1.6%	14%	4%	0%	17	8
9	COc1cc(NC(=O)C2CCCN2S(=O)(=O)c2ccc3c(c2)CC(C)N3C(C)=O)cc(OC)c1 (stereo not given)	x	x	i	3.8	x	-0.2%	x	0%	-2%	x	x
10	CCSc1nnc(NC(=O)COc2ccc3ccccc3c2)s1	9%	-4.9%	i	1.4	1	0.2%	7%	-10%	0%	84*	8.0*
11	O=C1NC(=Nc2ccccc2)SC1Cc1ccccc1 (stereo not given)	-7%	-6.1%	i	0.3	0.7	1.4%	-8%	-8%	-4%	-14	-2
12	Cc1cc(O)cc(O)c1C=NCc1ccco1	18%	-5.3%	i	0.0	1.1	2.1%	14%	25%	3%	4	4
13	COc1cc(C(=O)Nc2cccc(NC(=O)c3cccs3)c2)cc(OC)c1OC	x	x	i	0.3	x	2.8%	x	8%	-4%	x	x
14	Cc1cccc(-n2c(CCN3C(=O)c4ccccc4C3=O)nc3ccccc3c2=O)n1	11%	-20%	i	0.4	1	x	8%	-21%	2%	-2	21
15	Cn1c(=NC(=O)c2ccc3c(c2)OCCO3)sc2cc(S(C)(=O)=O)ccc21	-5%	-6.1%	i	0.5	1.1	1.2%	-6%	10%	4%	2	-10
16	COC(=O)c1ccc2c(c1)N(Cc1cc(C)ccc1C)C(=O)c1ccccc1S2=O (stereo not given)	-2%	-0.3%	x	x	1.1	x	-1%	7%	4%	5	6
17	O=C(c1ccccc1)N(c1ccccc1)C1C=CS(=O)(=O)C1 (stereo not given)	7%	-1.7%	i	0.9	1.1	0.7%	6%	-4%	-1%	-11	8
18	O=C(COc1ccc(Cl)cc1)NCCCNC(=O)c1ccccn1	x	x	i	1.2	x	-0.3%	x	4%	-1%	x	x
19	COc1cccc(N=C2C(=O)N3CCCc4cccc2c43)c1	23%	-7.9%	i	0.5	1.1	3.3%	11%	4%	2%	-4	0
20	COc1ccc(-c2c[n+](CC(=O)OC3CC(C)CCC3C(C)C)c3n2CCC3)cc1 (stereo not given)	-3%	-0.4%	i	0.5	1.4	-0.6%	-2%	5%	-1%	12	2
21	O=C(CSc1nnc(NC(=O)c2cc(Br)ccc2Cl)s1)NCC1CCCO1 (stereo not given)	x	x	i	0.6	x	0.9%	x	3%	4%	x	x
22	O=C(CN1CCN(Cc2ccccc2)CC1)NC(c1ccccc1)c1ccccc1	x	x	i	0.6	x	-2.8%	x	0%	3%	x	x
23	CC(C)CCNC(=O)C(c1ccco1)N(Cc1ccc(F)cc1)C(=O)c1snc(C(N)=O)c1N (stereo not given)	12%	-6.8%	i	5.2	1	-0.6%	9%	30%	0%	20	4
24	CNC(=S)Nc1ccc(C)c(NC(=S)NC)c1	-15%	-2.5%	i	0.3	1.1	0.3%	-41%	2%	-8%	0	-5
25	O=C(/C=C/c1cn(CC(O)CN2CCCCCC2)c2ccccc12)c1cccs1 (stereo not given)	18%	-5.9%	+	3.8*	1.1	-1.0%	18%	-14%	3%	26	16
26	O=C(c1cnn(-c2ccc(Cl)cc2)c1)c1ccccc1O	9%	-4.6%	i	0.0	1	2.1%	10%	1%	7%	27	10
27	Cc1cccc(C)c1OCc1nnc(NC(=O)CSc2ccc(Cl)cc2)s1	10%	-0.6%	x	x	1	0.6%	9%	-5%	5%	-11	-14
28	COc1cccc(NS(=O)(=O)c2c(C(=O)N3CCCCCC3)c(C)n(C)c2C)c1	x	x	i	1.0	x	4.8%	x	-12%	-2%	x	x
29	C/C(=N\O)C(=O)C(CN1CCCCC1)CN1CCCCC1	x	-5.2%	i	3.7	1.1	3.0%	52%*	-8%	1%	-14	-14
30	CSc1ccccc1NC(=O)Cc1ccccc1[N+](=O)[O-]	-10%	-1.8%	i	1.0	1.1	1.9%	-2%	-7%	-6%	8	3

Exported with two lines to a compound: part of the list above.
Values run as follows: PMI inhibition | XIAP displacement | Myeloid diff 2 | Myeloid diff 2 GFP+ MAC1+ % | TNAP activators | RSV antiviral HEp-2 | human PMI inhibition | Salmonella PhoP GFP | SIAH1 antagonists | WT yeast gro inh | WT yeast gro inh mutant strain
18. O=C(COc1ccc(Cl)cc1)NCCCNC(=O)c1ccccn1
 : x | x | i | 1.2 | x | -0.3% | x | 4% | -1% | x | x
16. COC(=O)c1ccc2c(c1)N(Cc1cc(C)ccc1C)C(=O)c1ccccc1S2=O (stereo not given)
 : -2% | -0.3% | x | x | 1.1 | x | -1% | 7% | 4% | 5 | 6
25. O=C(/C=C/c1cn(CC(O)CN2CCCCCC2)c2ccccc12)c1cccs1 (stereo not given)
 : 18% | -5.9% | + | 3.8* | 1.1 | -1.0% | 18% | -14% | 3% | 26 | 16

The results go on.
No.	Structure	PMI inhibition	XIAP displacement	Myeloid diff 2	Myeloid diff 2 GFP+ MAC1+ %	TNAP activators	RSV antiviral HEp-2	human PMI inhibition	Salmonella PhoP GFP	SIAH1 antagonists	WT yeast gro inh	WT yeast gro inh mutant strain
31	CC1(C)C(c2ccccc2)=NC(c2ccc(Br)cc2)N1O (stereo not given)	4%	-3.6%	i	0.3	1	0.9%	2%	-6%	-2%	-9	-8
32	Cc1cc(NC(=O)Nc2c[nH]c(=O)[nH]c2=O)ccc1Br	x	x	i	0.9	x	0.1%	x	10%	0%	x	x
33	CCOC(=O)c1cc2c(ccn2C)n1CC(=O)N(CC)CC	29%	-4.9%	i	0.1	1.1	-0.1%	15%	x	0%	-18	-3
34	COc1ccccc1/C=C(\C)C(=O)c1c(C)cc(C)[nH]c1=O	x	x	i	0.5	x	0.9%	x	2%	0%	x	x
35	CC(NC(=O)c1ccc(Cl)cc1Cl)C(c1ccccc1)N1CCOCC1 (stereo not given)	15%	-2.6%	i	0.1	1.1	-0.2%	13%	4%	17%	2	-21
36	Cc1cccc(NC(=S)N2CCN(C(=O)C3CCCO3)CC2)c1 (stereo not given)	0%	2.8%	i	0.7	1.1	0.4%	3%	-10%	-3%	-6	5
37	Cc1nc(S(=O)(=O)c2ccc(Cl)cc2Cl)nc2c1CCC2	-2%	-8.9%	x	x	1.1	1.7%	-5%	7%	-4%	9	10
38	Cc1cc(C)c2nc(N(CCN(C)C)C(=O)c3ccc(S(=O)(=O)N(C)CC4CCCO4)cc3)sc2c1 (stereo not given)	x	x	i	0.0	x	-0.8%	x	3%	-2%	x	x
39	Cc1ccc(O)c(NC(=O)CSc2ccc(Cl)cc2)c1	-5%	-5.9%	i	2.5	1.1	3.4%	4%	1%	-5%	5	-5
40	CC1CCN(C(=O)COc2ncnc3ccccc23)CC1	2%	1.3%	i	0.6	1	-0.9%	-2%	1%	-10%	-7	-10
41	COc1cccc(OCC(=O)NNC(=O)Cc2cccs2)c1	2%	1.3%	i	0.7	2.2	0.8%	4%	9%	3%	-5	-2
42	Cc1ccc(NC(=O)CC(O)(C(F)(F)F)C(F)(F)F)c(Br)c1	21%	-4.4%	i	0.6	1	-0.8%	19%	0%	-3%	-2	-3
43	Cn1c(=O)c2c(ncn2CC(=O)OCC(=O)NC(c2ccccc2)c2ccccc2)n(C)c1=O	2%	-1.2%	i	1.1	1	0.6%	9%	4%	-3%	17	9
44	CCOCCCNC(=S)N1CCC(NC(=O)C23CC4CC(CC(C4)C2)C3)CC1	-4%	-3.5%	i	0.2	1.1	6.2%	-2%	-2%	15%	-11	5
45	O=C(c1ccc(F)cc1)n1c(NCc2ccccc2)n[nH]c1=S	7%	-3.0%	i	1.0	1.1	-1.4%	13%	8%	-3%	4	0
46	O=C(CSc1ccc2nc(-c3ccccc3)cn2n1)NCC1CCCO1 (stereo not given)	x	x	i	6.4	x	3.9%	x	3%	0%	x	x
47	O=C(C[n+]1cc(Br)cc(Br)c1)c1cccc([N+](=O)[O-])c1	-43%	-8.2%	i	0.6	0.8	1.1%	-44%	-3%	-3%	5	8
48	CCc1ccccc1NC(=O)Cn1nnc(-c2cccnc2)n1	-6%	-3.0%	i	2.0	1.2	0.2%	-3%	4%	0%	0	-1
49	COc1ccc(C(=O)/C=C2/Sc3cc4c(cc3N2C)OCO4)cc1	14%	0.6%	i	1.7	1.2	0.0%	13%	6%	4%	7	6
50	Cc1cc([N+](=O)[O-])nn1CC(=O)N1CCCc2ccccc21	6%	-6.1%	i	0.3	1.2	1.9%	5%	1%	-2%	-1	-15
51	N#Cc1nc(-c2ccc(F)cc2)oc1NCCN1CCOCC1	8%	-2.5%	i	6.1	1.2	1.3%	6%	14%	8%	14	7
52	Cc1ccc(CNC(=O)[C@@H](NC(=O)Cc2ccccc2)C(C)C)cc1	x	x	i	0.7	x	1.1%	x	-1%	-3%	x	x
53	COc1ccc(OC)c(S(=O)(=O)Nc2ccc(O)c(Sc3ncn[nH]3)c2)c1	6%	-4.3%	i	0.5	0.3	-0.4%	6%	-2%	-4%	-12	-18
54	CCCCC(CC)CNCc1cccn1CCN1CCOCC1 (stereo not given)	x	x	i	0.5	x	-0.7%	x	4%	5%	x	x
55	CCOC(=O)N1CCN(C(=O)c2ccc(N3C(=O)CCC3=O)cc2)CC1	2%	-5.2%	i	1.3	1	0.1%	2%	0%	-5%	1	13
56	COc1cc(/C=N/N=C/c2cc(OC)c(O)c(OC)c2)cc(OC)c1O	8%	-3.4%	i	0.9	0.9	1.8%	13%	-4%	8%	-9	1

Sorted by the number under PMI inhibition (descending): some entries from above.
nr	molecule	PMI inhibition
25	O=C(/C=C/c1cn(CC(O)CN2CCCCCC2)c2ccccc12)c1cccs1 (stereo not given)	18%
2	O=C(Cc1c[nH]c2ccccc12)N/N=C/c1ccc(F)cc1	-11%
47	O=C(C[n+]1cc(Br)cc(Br)c1)c1cccc([N+](=O)[O-])c1	-43%
